Lipid storage S3 = qHTS Assay for Lipid Storage Modulators in Drosophila S3 Cells; Drosophila S3 cells, BODIPY lipid droplet fluorescence, 18-24 h; cells fed with added oleic acid; lipid storage change, negative = inhibition, % at the top dose, mostly 46.1 µM; hits show Potency in µM; 320,000 tested, 0.64% active; active = well fitted inhibition curve with a large enough effect in the signal ratio, with a control signal flat, not every such curve was filed as active; inconclusive = small, poorly fitted or top-dose-only effect, or effect the other way, or a change in a side signal; the % refers to the signal ratio
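Laser-scanning cytometry quantifies lipid droplet accumulation (500–530 nm total intensity; droplet/cell object ratio) in oleic acid-fed (400 uM added) Drosophila S3 cells treated with a concentration series. 20 uM Triacsin C defined 100% inhibition.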
Lipid storage S3 cell count max = also measured in Lipid storage S3; calls as there; cell number change, %; measured here: cell count max response;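 cells counted by Cell Tracker Red CMTPX staining in the red channel; peak over a dose series mostly up to 46.1 µM; percent activity relative to internal control wells on each plate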
* marks the source's active call; other numbers are inactive results; i = inactive; ? = inconclusive; · = not tested or not shown; & = joins results of further samples. % is set by controls: 0 for no effect and ±100 for the full control effect; potency is the fitted concentration of half-maximal effect. An excerpt, so the mix of outcomes need not match the whole.

The line under a structure holds: Lipid storage S3	Lipid storage S3 cell count max
CC1=C(OC(=O)c2ccccc2)C(C)(C)C(c2ccccc2)OC1=O (stereo not given)
 : i	·
CCn1c(=O)c(C(=O)NCc2ccccn2)c(O)c2ccccc21
 : ?	·
Cc1nc(Cl)c(C(=O)NC(=O)NCc2ccccc2)c(C)c1Cl
 : 25.8%	4.0
Cc1cc(C)c(NC(=O)CSc2nc3ccc(N4C(=O)c5ccccc5C4=O)cc3s2)c(C)c1
 : 4.4%	12.1
CC1(C)CC(=O)C2=C(C1)Nc1ccccc1N(C(=O)C1CC1)C2c1ccco1 (stereo not given)
 : -0.4%	6.9
Cc1ccc(OC(=O)c2cccc(C(=O)Oc3ccc(C)cn3)n2)nc1
 : -14.2%	15.9
Cn1c(=O)cc(Nc2ccccc2)[nH]c1=O
 : i	6.5
Cc1oc(-c2ccccc2F)nc1CS(=O)(=O)CC(=O)N1CCOCC1
 : 22.8%	27.0
N/C(=N\O)c1ccc(Cl)cc1Cl
 : -5.8%	-1.6
COc1ccccc1S(=O)(=O)Nc1cc(C)nn1-c1ccc(C)cc1
 : i	17.9
CC(C)c1ccc(OCC(=O)Nc2ccccc2C(=O)N2CCOCC2)cc1
 : ?	·
COc1ccc(NC(=O)C2OC3OC(C)(C)OC3C3OC(C)(C)OC23)cc1 (stereo not given)
 : ?	·
COC(=O)CSc1nnc(-c2ccco2)n1-c1ccc(C)cc1
 : ?	·
NC(=O)CC(NC(=O)Cc1cccc2ccccc12)c1ccc(NC2CCC2)c([N+](=O)[O-])c1 (stereo not given)
 : 17.2%	5.1
COc1cc(OC)cc(C(=O)NNC(=O)c2cc(=O)[nH]c3ccccc23)c1
 : ?	·
Clc1ccccc1-c1nc2ccccc2c2nncn12
 : ?	·
COc1cccc(NC(=O)c2cc(CN3C(=O)c4ccccc4C3=O)ccc2OC)c1
 : ?	·
C/C(=N\NC(=S)NCc1ccccc1)c1ccc(Cl)s1
 : ?	·
CCN(C(=O)COC(=O)CSc1cc(C)c2ccccc2n1)c1ccccc1
 : 6.1%	-1.5
COc1ccc(C(=O)C(OC(=O)CNC(=O)c2ccco2)c2ccccc2)cc1 (stereo not given)
 : -1.0%	1.0

Single records, as listed above. Values in the order: Lipid storage S3 | Lipid storage S3 cell count max
NC(=O)CC(NC(=O)Cc1cccc2ccccc12)c1ccc(NC2CCC2)c([N+](=O)[O-])c1 (stereo not given) across the screens: 17.2% | 5.1
COc1cc(OC)cc(C(=O)NNC(=O)c2cc(=O)[nH]c3ccccc23)c1 across the screens: ? | ·

Further results follow.
The line under a structure holds: Lipid storage S3	Lipid storage S3 cell count max
N#Cc1c(NC(=O)CSc2nnc(-c3ccco3)n2-c2ccccc2)sc2c1CCC2
 : ?	·
O=C(CCn1c(=O)c2ccccc2n(CC(=O)NC2CCCC2)c1=O)NCc1ccco1
 : ?	·
Cc1nnc2c(Oc3ccccc3)nc3ccccc3n12
 : ?	·
Cc1ccc(SCC(=O)NNC(=O)c2ccc(S(C)(=O)=O)cc2)cc1
 : ?	·
Clc1ccc(-c2nc3ncccn3c2Nc2ccc3c(c2)OCO3)cc1
 : ?	·
CCOc1ccc(C(C)=O)cc1CSc1nnc(N)s1
 : ?	·
Cc1ccc(/C=C/C(=O)OCC(=O)Nc2cccnc2Cl)cc1
 : ?	·
COc1ccc(Cl)cc1NC(=O)C1CC(=O)N(c2ccc(F)cc2)C1 (stereo not given)
 : i	·
COc1cccc(-c2nnc(NC(=O)C3CCCCC3)o2)c1
 : 4.1%	·
COCCNC(=O)CSc1nnc(-c2ccccc2F)n1Cc1ccccc1
 : ?	·
COc1cccc(C2C(C(=O)/C=C/c3ccco3)=C(O)C(=O)N2CCN2CCOCC2)c1 (stereo not given)
 : ?	·
Cc1sc2nc3c(SC(C)C(=O)O)cc(C(=O)c4ccccc4O)cn3c(=O)c2c1C (stereo not given)
 : 15.9%	27.0
O=C(NCc1ccc(Cl)cc1)c1cc2c(nc3sccn32)s1
 : ?	·
O=C(c1cccc(C(F)(F)F)c1)C1CCCN(C(=O)C2CCOCC2)C1 (stereo not given)
 : ?	·
O=C(O)CSc1ncnc2nc[nH]c12
 : 20.6µM*	2.0*
CNC(=O)COC(=O)c1cc(NC(=O)c2ccco2)c(OC)c(OC)c1
 : ?	·
O=C(COC(=O)c1nc(Cl)ccc1Cl)Nc1ncc(Cl)cc1Cl
 : ?	·
COc1cc(OC)c(NC(=O)C2CCCN2C(=O)OCc2ccccc2)cc1Cl (stereo not given)
 : ?	·
CSc1ccc(/C=N/N2CCN(C)CC2)cc1
 : ?	·
CCn1c(CNC(=O)c2ccc(OC)cc2)nnc1SC
 : ?	·

Reprinted from the part before: three compounds, followed by the next part.
The line under a structure holds: Lipid storage S3	Lipid storage S3 cell count max
COc1cc(OC)c(NC(=O)C2CCCN2C(=O)OCc2ccccc2)cc1Cl (stereo not given)
 : ?	·
CSc1ccc(/C=N/N2CCN(C)CC2)cc1
 : ?	·
CCn1c(CNC(=O)c2ccc(OC)cc2)nnc1SC
 : ?	·
COc1cc(CNc2ncc(-c3ccc(Cl)cc3)n2C)cc(OC)c1OC
 : 9.1%	3.5
C#CCOCCOCCOCCNc1nc(N2CCN(C(=O)C(Cc3ccc(O)cc3)n3cc(C(N)CC(C)C)nn3)CC2)nc(N2CCN(C(=O)C(Cc3ccc(O)cc3)n3cc(C(N)C(C)CC)nn3)CC2)n1 (stereo not given)
 : -0.2%	9.0
CCN(C(=O)COC(=O)c1ccc2[nH]c3c(c2c1)CCCC3)C1CCS(=O)(=O)C1 (stereo not given)
 : ?	·
COCCCNC(=S)NNC(=O)Cn1nc(C)c(Br)c1C
 : 7.8%	2.7
Nc1ccc(C(=O)Nc2cccc3ncccc23)cc1
 : ?	·
CCn1ccc(C(=O)N2CCN(c3ncccn3)CC2)n1
 : 35.4%	·
O=C(NCC(=O)N(Cc1ccco1)C(C(=O)NC1CCCCC1)c1cccnc1)c1cccs1 (stereo not given)
 : ?	·
ONC=Nc1cccc2nonc12
 : 2.2%	5.0
CCCN(N=Nc1cccc([N+](=O)[O-])c1)c1cccc([N+](=O)[O-])c1
 : ?	·
CCCOc1ccc(Cc2nc(N)nc(N)n2)cc1
 : 17.4%	-10.6
O=C(/C=C/c1ccco1)Nc1nnc(-c2ccco2)s1
 : 21.3%	3.6
CCC(C)(C)NC(=O)C(c1ccncc1)N(Cc1ccc(C)cc1)C(=O)c1csnn1 (stereo not given)
 : 6.0%	0.9
O=C(N/N=C/c1ccncc1)c1ccc(NC(=O)c2cccc(Cl)c2)cc1
 : 3.9%	15.6
Cc1c(C(=O)OCC(=O)Nc2ccc(N3CCOCC3)cc2)oc2ccccc12
 : ?	·
Cc1cccc(C)c1NC(=O)NC1(C(=O)NCc2ccncc2)CCCCC1
 : -21.9%	2.5
CCOc1cc(C2C(C(C)=O)=C(C)Nc3ncnn32)ccc1O (stereo not given)
 : ?	·
COc1ccc(S(=O)(=O)N2CCC(C(=O)NCc3ccncc3)CC2)cc1C
 : ?	·
Cc1cccc2[nH]c3c(N4CCN(C(=O)c5ccco5)CC4)ncnc3c12
 : ?	·
O=C(Cn1c(=O)n(CC(=O)NCc2ccccc2)c2ccccc21)NCc1ccccc1
 : -0.3%	-4.1
NNC(=O)Nc1cccc(C(F)(F)F)c1
 : -4.5%	-0.7
CN(C)c1ccc(/C=N/NC(=O)c2ccco2)cc1
 : ?	·
O=C(NN1CCOCC1)c1cc(-c2ccccc2)nc2ccccc12
 : ?	·
CC1(C)COC(/C=C/c2ccc([N+](=O)[O-])cc2)=N1
 : ?	·
Cc1c(Br)c([N+](=O)[O-])nn1CC(=O)NC1CCCCCC1
 : ?	·
O=C(Nc1cccc2c1CCCC2)c1ccccc1Br
 : ?	·
COc1ccc(C(=O)Nc2ccc(C3=NNC(=O)CC3C)cc2NC(=O)c2ccc(OC)cc2)cc1 (stereo not given)
 : ?	·
COCn1c(-c2ccc(OC)cc2)nc2ccccc21
 : -0.3%	0.1
N/C(=N\OC(=O)CCC1CCCCC1)c1cccc([N+](=O)[O-])c1
 : i	-2.2
COc1ccc(CNC(=O)Nc2cccs2)cc1OC
 : -7.6%	26.8
Cc1ccc2c(c1)OC(=O)CC2c1ccccc1 (stereo not given)
 : ?	·
Cc1cc(C(=O)NC2CCCc3c2cnn3-c2cccc(C)c2C)no1 (stereo not given)
 : ?	·
C=CCC(Nc1ccccc1)C12C=CC(O1)C(C(=O)OC)=C2C(=O)OC (stereo not given)
 : ?	·
Cc1cc(C)c2c(CN3CCN(CCO)CC3)cc(=O)oc2c1
 : -5.7%	20.1
Cc1nc2sc3c(NCc4ccco4)ncnc3c2c2c1COC(C)(C)C2
 : ?	·
CCOCCCn1cnc2c(c1=O)c1nc3ccccc3nc1n2-c1ccccc1
 : ?	·
COc1ccccc1N1CCN(/N=C/c2cc(OC)c(O)c(OC)c2)CC1
 : ?	·
CC1(C)CN(c2cccc(Br)c2)C1=O
 : ?	·
COc1ccc(C(C(=O)NCC2CCCO2)N(C(=O)c2snc(C(N)=O)c2N)c2ccccc2)cc1OC (stereo not given)
 : -7.9%	21.4
O=C(CSc1nnc(CNC(=O)c2ccccc2F)o1)NC1CCCC1
 : ?	·
COc1cccc(C2/C(=C(\O)c3ccc4c(c3)OCCO4)C(=O)C(=O)N2Cc2cccnc2)c1 (stereo not given)
 : i	0.7
Cc1nc2c(nnn2Cc2ccccc2)c(=O)n1-c1ccccc1
 : ?	·
CCOC(=O)C(C)NC(=O)C(NC(=O)C1CCC(CC)CC1)C(C)C (stereo not given)
 : ?	·
CC(=O)O/N=C/c1c(C)c(C=O)n2ccccc12
 : i	·
COC(=O)c1ccc(N2CCOCC2)c(NC(=O)c2ccc3c(c2)OCO3)c1
 : ?	·
O=C(CSc1nc2ncccc2[nH]1)NC1CCCC1
 : 4.0%	9.8
CCOc1ccc(C(=O)NCc2cccs2)cc1
 : ?	·
CCCNC(=O)N1CCN(C(c2ccccc2)c2ccccc2)CC1
 : ?	·
S=C(NCc1cccs1)Nc1ccc(Cl)cc1
 : ?	·
CCOC(=O)c1c(-c2ccccc2)oc2cc(Br)c(O)cc12
 : ?	·
CCOC(=O)C1(Cc2ccccc2)CCCN(Cc2ccccn2)C1 (stereo not given)
 : 3.7%	14.7
CC(=O)N(Nc1ccccc1)c1ccccc1
 : -7.2%	12.2
FC(F)(F)c1ccc(C2[C@H]3CN(CC4CCCCC4)[C@H](c4ccccc4)C34CC2(c2cccnc2)C4)cc1 (stereo not given in full)
 : ?	·
O=C(N/N=C/c1c(F)c(F)c(F)c(F)c1F)c1cc(-c2ccccc2)nc2ccccc12
 : 8.2%	-3.7
CCCCN(C)C(=O)Cc1c(OC)ccc2cc(Br)ccc12
 : ?	·
COC(=O)/C(=C/N(C)C)C(=O)N1CCN(c2ccc(Cl)c(Cl)c2)CC1
 : 15.2%	20.3
Cc1ccc(Nc2nc(C)cc(C)c2C(N)=O)cc1
 : ?	·
O=C(C1=C(O)C(=O)N(CC2CCCO2)C1c1cccc(Cl)c1)c1ccco1 (stereo not given)
 : 0.82µM*	-5.9*
CCOC(=O)c1ccc(NC(=S)N2CCC(O)CC2)cc1
 : ?	·
O=C(CNC(=O)c1ccccc1O)N/N=C/c1cc(Br)ccc1OC(=O)/C=C/c1ccco1
 : -6.8%	-4.4
CC(C)[C@H](NC(=O)N1c2ccccc2NC(=O)[C@@H]1C(C)C)C(=O)N1CCC[C@H]1C(=O)O
 : 6.7%	-2.3

(further entries)
The line under a structure holds: Lipid storage S3	Lipid storage S3 cell count max
COc1ccc(Cl)cc1N1CCN(CCNC(=O)Nc2ccccc2C)CC1
 : ?	·
O=C(c1ccccc1)c1ccccc1C(=O)c1ccccc1
 : 5.2%&-12.3%	-4.9&-9.3
CC(C)Oc1ccc(N2CC(C(=O)OCC(=O)NCc3ccccc3)CC2=O)cc1 (stereo not given)
 : 5.1%	4.8
Cc1cccc(NC(=O)CSc2nc(COc3ccccc3)nc3ccccc23)c1C
 : 0.1%	-0.7
CCCCN(CCCNC(=O)C1CCCN(S(=O)(=O)CC)C1)Cc1ccccc1 (stereo not given)
 : ?	·
CCCCCn1c(=O)c(C(=O)OCC)c(O)c2ccccc21
 : 0.7%	-7.5
Cc1oc2ccc(O)c(CN(C)C)c2c1C(=O)c1ccccc1
 : 11.5%	-0.9
O=C(Oc1ccc(-c2nnco2)cc1)N1CCOCC1
 : 4.0%	-2.7
Cc1cccc(C)c1OCC(=O)NNC(=O)Nc1ccc(Cl)cc1
 : ?	·
CCC(C)c1ccc(S(=O)(=O)N2CCN(CC(O)CN3CCOCC3)CC2)cc1 (stereo not given)
 : 23.9%	-11.3
COc1ccc(CNC(=O)CCSCc2cccc(Cl)c2)c(OC)c1
 : -5.3%	6.0
Cc1cccc(NC(=O)NNC(=O)COc2ccc(Cl)cc2)c1
 : ?	·
O=C(/C=C/c1ccc([N+](=O)[O-])cc1)N1CCN(Cc2ccccc2)CC1
 : ?	·
COc1ccc(NC(=O)CC2CCCC2)cc1OC
 : i	3.8
CC(C)(C)NC(=O)CSc1nnnn1C(C)(C)C
 : ?	·
CNc1ccc(Cl)cc1C(N)=O
 : ?	·
CCc1ccc(CN2CCCC(CNC(=O)c3cccc(OC)c3OC)C2)cc1 (stereo not given)
 : ?	·
COc1ccc(-c2csc(NC(=O)CSc3ccc(Br)cc3)n2)c(OC)c1
 : -22.0%	-17.6
COc1ccccc1N1CCN(C(=O)C2CCCN(S(=O)(=O)c3ccc4c(c3)oc(=O)n4C)C2)CC1 (stereo not given)
 : ?	·
COc1ccc([C@H]2CC(=O)C=C(c3ccnc4ccc(Cl)cc34)C2)cc1
 : ?	·
COc1cc(C(=O)OCC(=O)N2CCCC2)cc2c1OCCO2
 : ?	·
